# Assay outcomes: PubChem BioAssay, several laboratories
# CHRM4 PAM = positive allosteric modulators of human muscarinic M4 receptor; CHO-K1 hM4/Gqi5, Fluo-8 calcium fluorescence, ACh EC20; 0% = ACh EC20, 100% = maximal ACh; 0.4% of 360,000 active; activation, % at 3 µM; P08173;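 active means activation above its plate's cutoff, the mean activation of sample wells plus 3 SD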; further: some results filed as inactive read as strong as hits
# Target sequence (P08173 whole entry, looked up): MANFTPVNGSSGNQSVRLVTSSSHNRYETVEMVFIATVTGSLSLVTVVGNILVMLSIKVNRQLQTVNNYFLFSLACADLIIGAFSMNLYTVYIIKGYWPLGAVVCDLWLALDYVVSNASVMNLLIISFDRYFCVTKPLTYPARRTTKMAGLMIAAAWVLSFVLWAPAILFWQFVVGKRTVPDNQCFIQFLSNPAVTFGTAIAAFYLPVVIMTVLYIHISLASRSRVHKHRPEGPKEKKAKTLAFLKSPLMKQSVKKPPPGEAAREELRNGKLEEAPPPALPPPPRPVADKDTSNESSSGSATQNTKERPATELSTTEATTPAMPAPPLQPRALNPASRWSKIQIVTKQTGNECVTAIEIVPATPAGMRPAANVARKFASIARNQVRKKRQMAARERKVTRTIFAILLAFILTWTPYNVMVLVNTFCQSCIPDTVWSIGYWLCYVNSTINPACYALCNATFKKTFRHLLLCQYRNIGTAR
# M5 PAM = positive allosteric modulators of human muscarinic M5 receptor | CHO-K1 hM5, Fluo-8 calcium, ACh EC20 PAM; 0% = ACh EC20, 100% = ACh EC100 | activation, % at 3 µM | 0.3% of 360,000 active | P08912 | AID 624038;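 active means activation above the run cutoff, the mean activation of all test compounds plus 3 SD, cut at about 18% in these data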
#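 system = human M5 receptor in CHO-K1 cells | reagent = EC20 acetylcholine as agonist stimulus | compound dosing = single-point, 3 µM nominal | incubation = Fluo-8 loading 80 min at 37 °C plus 30 min room temperature | detection = Fluo-8 calcium dye fluorescence, kinetic read | benchmarks = low control EC20 acetylcholine (0%), high control EC100 acetylcholine (100%)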
# M5 ag = agonists of human muscarinic M5 receptor (CHRM5); activation, % at 3 µM; 0.19% of 360,000 active; CHO-K1 hM5 cells, Fluo-8 calcium fluorescence; 0% DMSO wells, 100% maximal acetylcholine response; P08912;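 active means activation above the run's mean over test compounds plus 3 SD, cut at about 23% in these data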;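 further: signal is peak over basal fluorescence ratio across the kinetic read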
# M4 ag = agonists of human muscarinic M4 receptor (CHRM4). CHO-K1 hM4/Gqi5, Fluo-8 calcium fluorescence; vehicle 0%, full acetylcholine response 100%. activation, % at 3 µM. AID 624127. 0.14% of 360,000 active. P08173;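 active means activation above the run mean over all test wells plus 3 SD, cut at about 32% in these data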;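 further: peak over basal fluorescence ratio per well then scaled between controls; 0% = DMSO wells and 100% = acetylcholine at EC100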
# CRFR2-BP antag = antagonists of CRF-binding protein/CRF-R2 receptor complex. inhibition, % at 11.8 µM. AID 588475. HEK293 CRF-R2/CRF-BP, CRF-induced calcium fluorescence. 0.59% of 350,000 active;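 active means inhibition of the ligand-induced calcium signal above about 50% at the single tested concentration, limit read from the data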
# CRFR2-BP ag = agonists of human CRF-binding protein/CRF-R2 receptor complex. HEK293 CRF-R2/CRF-BP, calcium dye fluorescence (FLIPR); percent of saturating CRF peptide response. activation, % at 13.2 µM. 0.46% of 350,000 active;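 active means activation of at least 50%, plus an integration ratio under a set limit after plate pattern correction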;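 further: plate controls were neutral control wells without compound for no effect and CRF at EC100 for full effect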
# CHRM5 antagonist = antagonists of human muscarinic M5 receptor (CHRM5); inhibition, % at 3 µM; P08912; CHO-hM5 cells, Fluo-8 calcium fluorescence, ACh EC80; 0.59% of 360,000 active; AID 624040;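 active means inhibition above a per-plate cutoff, the mean of that plate's test compounds plus 3 SD, cut at about 27% in these data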;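 further: 0% = acetylcholine EC80 with DMSO and 100% = DMSO without agonist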
# M1 PAM = positive allosteric modulators of human M1 muscarinic receptor. P11229. CHO-K1 hM1, Fluo-8 calcium fluorescence, ACh EC20; 0% = ACh EC20, 100% = maximal ACh. activation, % at 3 µM. 0.088% of 360,000 active. AID 588819; in the data active means activation above about 19%, passing the limit was not always enough
# Target sequence (P11229 whole entry, looked up): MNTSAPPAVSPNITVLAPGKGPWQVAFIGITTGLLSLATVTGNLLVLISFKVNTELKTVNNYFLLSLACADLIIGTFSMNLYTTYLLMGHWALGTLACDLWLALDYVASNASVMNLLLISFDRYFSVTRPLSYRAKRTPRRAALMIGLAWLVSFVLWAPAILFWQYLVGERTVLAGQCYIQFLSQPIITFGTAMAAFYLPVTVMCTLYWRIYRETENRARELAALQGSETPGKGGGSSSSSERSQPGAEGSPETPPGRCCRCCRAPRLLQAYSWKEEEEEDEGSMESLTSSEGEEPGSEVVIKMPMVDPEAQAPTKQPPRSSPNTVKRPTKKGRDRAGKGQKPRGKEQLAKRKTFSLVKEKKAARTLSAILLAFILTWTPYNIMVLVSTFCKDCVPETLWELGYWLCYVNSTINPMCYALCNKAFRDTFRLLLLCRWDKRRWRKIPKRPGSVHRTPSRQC
# CHRM4 antagonist = CHRM4 antagonism in calcium assay | P08173 | CHO-hM4 cells, ACh EC80, Fluo-8 calcium fluorescence | inhibition, % at 3 µM | 0.73% of 360,000 active | AID 624125;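 active means inhibition above its plate's cutoff, the mean inhibition of sample wells plus 3 SD, cut at about 27% in these data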;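 further: 0% = acetylcholine EC80 with DMSO and 100% = DMSO without agonist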
# * hit, by the source's call; · = not tested or not shown.
CHRM4 PAM,M5 PAM,M5 ag,M4 ag,CRFR2-BP antag,CRFR2-BP ag,CHRM5 antagonist,M1 PAM,CHRM4 antagonist,Molecule
5,4,-1,1,-1,0.6,-6,10,-3,COc1cccc(N2CC(C(=O)NC3CCCCC3)CC2=O)c1 (stereo not given)
9,5,-5,1,3,-2.8,-11,8,-3,CCn1c(SCC(=O)Nc2cc(C)on2)nc2c([nH]c3ccccc32)c1=O
0,3,3,0,·,·,-3,7,-15,COC(=O)c1ccc2nc(-c3ccc(Cl)cc3)c(Cc3ccccc3OC)n2c1
3,-1,-1,3,6,-1.1,0,9,-9,COC(=O)c1ccc(COc2ccc(/C=N/NC(=O)C(=O)Nc3ccc(OC)cc3)cc2OC)o1
17,4,1,0,0,0.6,-3,8,-1,O=C(O)CC1(CC(=O)Nc2ccc3c(c2)OCCCO3)CCCCC1
16,7,-4,1,3,1.8,-9,-5,-4,Oc1ccc(F)c2cccnc12
-4,-4,1,0,-36,-1.3,0,7,6,CC(C)Oc1ccccc1C1CC(=O)Nc2cc3c(cc21)OCCO3 (stereo not given)
0,-5,0,2,6,-0.9,-8,3,-13,O=C(/C=C/c1ccco1)Nc1ccc2nn(-c3ccccc3)nc2c1
5,34*,-2,0,-6,-1.2,21,5,-10,O=S(=O)(Nc1ccc2c(c1)OCO2)c1cccs1
13,3,-3,1,5,-2.4,-3,1,-2,O=[N+]([O-])c1cccc(/C=N\N2CCN(c3ccc(Cl)cc3)CC2)c1
4,11,0,-1,-9,-4.0,-10,6,-19,CCOC(=O)c1ccc2c(c1)nc(-c1ccccn1)n2CC
3,3,-1,1,-9,-0.8,3,6,7,O=c1c2[nH]c3ccccc3c2ncn1CCC1=CCCCC1
4,5,-1,3,-9,0.6,1,15,-19,COC(=O)c1ccc(NC(=O)c2ccc3nsnc3c2)cc1
3,-4,-4,1,0,0.6,10,4,-9,COC(=O)c1cccc(COC(=O)CNC(=O)c2ccco2)c1
6,0,7,2,-70,-0.7,8,7,-2,CNc1nc(N)c([N+](=O)[O-])c(NC2CCCCC2)n1

# The list goes on.
CHRM4 PAM,M5 PAM,M5 ag,M4 ag,CRFR2-BP antag,CRFR2-BP ag,CHRM5 antagonist,M1 PAM,CHRM4 antagonist,Molecule
12,5,2,0,-12,-0.5,-15,7,-13,CCN(Cc1cc2cc(C)ccc2[nH]c1=O)C(=O)c1cccc([N+](=O)[O-])c1
8,2,0,0,7,-2.8,8,5,-1,CCc1ccc(-c2cc(C(=O)Nn3cnnc3)c3ccccc3n2)cc1
-3,-2,5,9,28,-2.4,-1,-2,-3,O=C(CSc1ccc([N+](=O)[O-])cn1)Nc1ccc(N2CCOCC2)c(Cl)c1
4,-4,-1,2,9,-1.2,15,6,-3,COCCN(CC(=O)NC1CCCCC1)C(=O)CCCC(=O)Nc1ccccn1
-8,-14,2,15,-29,3.0,23,-12,4,COC(=O)c1cccc(NC(=O)c2ccc(S(=O)(=O)N(C)c3ccccc3OC)cc2)c1
-5,2,3,4,-130,61*,5,3,6,Cc1ccc(C)c(-n2c3nc(=O)[nH]c(=O)c-3cc3cc([N+](=O)[O-])ccc32)c1
-15,-27,-16,12,52*,-0.9,28*,-25,17,CCN(CC)CCOC(=O)C(Cc1ccco1)Cc1cccc2ccccc12 (stereo not given)
-11,-10,3,7,10,-0.5,8,-9,-1,Cc1ccc(NC(=S)N2CCC(c3nc4ccccc4s3)CC2)cc1C
3,-5,-3,1,0,0.0,9,0,3,CCc1ccc(/C=N/NC(=O)c2cc(C)on2)s1
-1,-6,-6,1,11,-3.0,12,1,1,C#Cc1ccc([C@@H]2C=C(C(=O)NCc3nc4ccccc4[nH]3)O[C@H](OCC)[C@H]2CCCO)cc1
3,-8,-3,-2,-21,-1.1,9,5,6,COc1cc(NC(=O)c2cc3sccc3n2C)cc(OC)c1
3,6,1,2,-3,-1.2,-7,6,3,O=S1(=O)CCN2C(=N1)Sc1c2ccc2c1CCCC2
-8,-1,-4,4,-26,-0.2,6,-5,15,O=C(Nc1ccc(-n2cccn2)cc1)C1CCCCN1Cc1cccc2c1OCO2 (stereo not given)
-6,4,0,2,-13,-1.2,5,6,3,Cc1cc(NC(=O)c2ccc(Br)c([N+](=O)[O-])c2)no1
-11,-6,1,15,1,0.1,2,0,-1,COc1ccc(NC(=O)c2ccc(NC(=O)CCS(=O)(=O)c3cccs3)cc2)cc1

# The listing continues:
CHRM4 PAM,M5 PAM,M5 ag,M4 ag,CRFR2-BP antag,CRFR2-BP ag,CHRM5 antagonist,M1 PAM,CHRM4 antagonist,Molecule
0,-2,0,0,12,1.0,0,-5,-5,S=c1[nH]ncn1/N=C/c1ccc(N2CCOCC2)cc1
1,-2,0,2,13,0.5,5,-6,-3,O=C(N/N=C/c1cccs1)c1cncc(Br)c1
-5,-9,4,8,10,-1.5,1,-4,-2,CCOc1ncccc1C(=O)OCC(=O)Nc1cc(S(=O)(=O)N(CC)CC)ccc1C
-2,1,-1,3,16,2.3,-2,7,-3,CCOC(=O)CC(=O)CSc1ncnc2c1oc1ccccc12
-8,-3,-2,3,-3,0.5,1,0,5,CCN1CCc2nc3sc(C(=O)N4CCc5ccccc5C4)c(N)c3cc2C1
0,1,5,1,-58,-1.1,-2,5,-3,Nc1nc(NCC2CCCO2)nc(Nc2ccccc2)c1[N+](=O)[O-] (stereo not given)
-9,-3,-4,3,-4,-0.9,10,3,-2,O=C1CC(Cc2ccccc2)C(=O)N1CCc1ccc2c(c1)OCO2 (stereo not given)
-2,0,-2,1,-5,1.0,0,-6,7,O=C(O)c1cc(-c2cccc([N+](=O)[O-])c2)n[nH]1
30,10,-1,3,19,-0.6,0,5,-2,C=COCCNC(=O)Nc1ccc(Cl)c(Cl)c1
-4,6,-3,0,-3,1.6,-3,9,-5,O=C(CSc1nnc2ccc(-c3ccc(F)cc3)nn12)N1CCCC1
6,9,1,-1,-7,-2.3,-2,12,-8,Cc1ccc(-n2nnc(-c3nccs3)n2)cc1
-4,-4,2,-1,-2,1.2,5,6,2,Cc1cnc(C(=O)OC(C)C(=O)NCc2ccccc2)cn1 (stereo not given)
5,5,1,1,3,0.7,-7,10,-9,CNNC(=O)C(C)NC(=O)c1ccc(Br)cc1 (stereo not given)
14,0,-3,1,31,0.4,0,12,-12,COc1ccc(NC(=O)/C(=C/c2ccc(OC(C)=O)c(OC)c2)NC(C)=O)cc1
3,10,2,0,-13,-0.9,1,1,4,O=C(Sc1ccc(Cl)cc1)c1ccccn1

# (continued)
CHRM4 PAM,M5 PAM,M5 ag,M4 ag,CRFR2-BP antag,CRFR2-BP ag,CHRM5 antagonist,M1 PAM,CHRM4 antagonist,Molecule
0,11,1,3,-1,1.5,-1,16,-26,CCCc1nc2nc(C)c(NS(=O)(=O)c3ccc([N+](=O)[O-])cc3)c(=O)n2[nH]1
1,-7,-1,2,27,3.2,7,0,2,CCN(CC(=O)Nc1ccccc1OC)C(=O)c1ccc(NS(=O)(=O)c2ccc(C(C)=O)cc2)cc1
-26,-3,3,5,-7,0.6,7,0,0,O=S(=O)(NCC(O)c1ccccc1)c1ccc(-c2ccccn2)s1 (stereo not given)
0,-14,-4,-1,19,-1.1,25,14,-11,Cc1ccc(Nc2cc(C)nc3ncnn23)c(Cl)c1
6,5,1,1,2,-1.6,-1,6,-13,COC(=O)c1ccc(NC(=O)c2cc(Cl)ccc2OC)cc1
10,4,1,1,-14,-1.1,0,12,3,Cc1ccc(-c2nc(N)c3c(-c4ccc(C)cc4)nn(C(C)(C)C)c3n2)cc1
2,2,-4,1,-14,-1.0,-1,4,7,Cc1ccc(NC(=O)C(C)N2C(=O)C3CC=C(Cl)CC3C2=O)cc1 (stereo not given)
9,0,5,9,-1,-1.3,4,16,23,O=C(COC(=O)C1CCN(S(=O)(=O)c2cccs2)CC1)Nc1ccc(F)cc1F
-10,-12,10,19,1,-0.2,3,-14,7,COc1ccc(NC(=O)COC(=O)c2ccc(-n3nc(C)cc3C)cc2)cc1OC
0,-14,2,12,31,0.8,11,-2,-1,COc1cc(C(=O)OCC(=O)N2CCN(S(=O)(=O)c3ccc(C)cc3C)CC2)c([N+](=O)[O-])cc1OC
3,16,3,1,8,-0.4,-4,0,-9,C=C1C(=O)OC2C1CCC(C)C1C=CC(=O)C12C (stereo not given)
10,15,-7,1,-7,-0.4,-6,10,-4,Cc1cnc(C(=O)Nc2nnc(C)s2)cn1
-10,-3,-2,0,-27,-1.3,10,-6,17,CCN(CC)CCn1c(NCc2nc3ccccc3n2Cc2ccccc2)nc2ccccc21
3,2,0,1,-2,-1.0,3,9,-4,CC1CCN(c2ccccc2NC(=O)c2ccc([N+](=O)[O-])o2)CC1
-4,-3,-4,-2,11,-2.3,4,2,2,CCOC(=O)c1c(C)n2c3c(cc(C)cc13)CCC2

# (further entries)
CHRM4 PAM,M5 PAM,M5 ag,M4 ag,CRFR2-BP antag,CRFR2-BP ag,CHRM5 antagonist,M1 PAM,CHRM4 antagonist,Molecule
-9,-2,-3,3,-6,-0.6,7,1,-1,O=C(Nc1ccc(Oc2ccccc2)nc1)C1CCCCN1Cc1ccco1 (stereo not given)
-13,-15,5,12,13,-0.7,4,3,18,COc1ccc(-c2nc(CCNC(=O)c3ccco3)cs2)cc1OC
6,24*,6,1,-14,4.0,27,-2,18,COc1ccc(NC(=O)/C(C#N)=C/C=C/c2ccco2)cc1
-6,-8,7,11,34,44,8,8,-1,N#CNC(=Nc1cccc(F)c1)SCc1cccc(F)c1
1,16,0,1,-20,1.7,-19,10,-25,CC(NC(=O)c1ccccc1)c1nnc(SCC(=O)NC2CCCC2)n1C (stereo not given)
-6,1,-12,1,19,-2.2,-5,3,3,S=c1[nH]nc(-c2ccc(Cl)cc2)n1CC1CCCO1 (stereo not given)
7,3,2,2,0,0.2,-11,0,5,O=C(CSc1nnc(-c2cccnc2)n1C1CCCCC1)NC1CCCCC1
-1,-8,-2,0,-13,-1.7,2,4,-2,CC(C)Cn1c(SCc2nc3ccccc3c(=O)[nH]2)nc2ccccc2c1=O
-4,-1,-3,0,2,-0.1,12,6,-1,COc1ccc(/C=C2\CCn3c2nc2cc(C(=O)O)ccc2c3=O)cc1
-5,-1,-11,-2,8,0.4,-1,3,2,Cc1cccc(Cn2c(=O)oc3ccc(C)cc32)c1
-6,5,-4,-1,12,0.4,-2,8,-3,CCCCc1nc2cc(C(=O)N(C)CCc3cn[nH]c3)ccc2o1

# Quoted at random: 7 compounds from above.
CHRM4 PAM,M5 PAM,M5 ag,M4 ag,CRFR2-BP antag,CRFR2-BP ag,CHRM5 antagonist,M1 PAM,CHRM4 antagonist,Molecule
-13,-15,5,12,13,-0.7,4,3,18,COc1ccc(-c2nc(CCNC(=O)c3ccco3)cs2)cc1OC
-5,-1,-11,-2,8,0.4,-1,3,2,Cc1cccc(Cn2c(=O)oc3ccc(C)cc32)c1
6,24*,6,1,-14,4.0,27,-2,18,COc1ccc(NC(=O)/C(C#N)=C/C=C/c2ccco2)cc1
-6,1,-12,1,19,-2.2,-5,3,3,S=c1[nH]nc(-c2ccc(Cl)cc2)n1CC1CCCO1 (stereo not given)
1,16,0,1,-20,1.7,-19,10,-25,CC(NC(=O)c1ccccc1)c1nnc(SCC(=O)NC2CCCC2)n1C (stereo not given)
-4,-1,-3,0,2,-0.1,12,6,-1,COc1ccc(/C=C2\CCn3c2nc2cc(C(=O)O)ccc2c3=O)cc1
7,3,2,2,0,0.2,-11,0,5,O=C(CSc1nnc(-c2cccnc2)n1C1CCCCC1)NC1CCCCC1
